KDM4E inh = inhibitors of human JMJD2E histone demethylase. B2RXH2. JMJD2E catalytic domain, FDH-coupled NADH fluorescence (FDH is formaldehyde dehydrogenase). Potency, µM (doses to about 57.1 µM), for the others: at the top dose activity change, negative = inhibition, actives largely listed as inhibitors. 230,000 tested, 1.6% active; active = well fitted inhibition curve with a large enough effect, not every such curve was filed as active; inconclusive = small, poorly fitted or top-dose-only effect, or another doubt; inactive = no such curve, though single readings can be large or run the other way;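 also: 0% = wells with enzyme and -100% = buffer wells without enzyme; nearly all actives have a fitted effect of over 50% in size; many of its hits are not listed in these tables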
GAA inh = inhibitors of human lysosomal alpha-glucosidase. P10253. purified human GAA, 4-MU-alpha-glucoside fluorescence. Potency, µM (doses to about 76.9 µM), without a hit: top-dose activity change, negative = inhibition, most hits filed as inhibitors. 200,000 tested, 0.005% active;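 also: plate controls were uninhibited enzyme wells for no effect and no-enzyme background for full effect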
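Fluorescence at Ex 365/Em 440 nm from 4-methylumbelliferone reported enzyme activity after 20 min at room temperature. Reactions used 4 nM enzyme and 400 uM substrate at pH 5.0; curves fitted with the Hill equation.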
RGS12 GoLoco inh = inhibitors of human Gai1-RGS12 GoLoco interaction (red fluorophore); Gai1:RGS12 GoLoco peptide FP, rhodamine, 10 min; P63096; 230,000 tested, 0.44% active; AID 880; Potency, µM (highest dose often 61.6 µM), without a hit: at the highest dose activity, negative = inhibition, actives largely listed as inhibitors; active = well fitted inhibition curve with a large enough effect, not every such curve was filed as active; inactive = no such curve, though single readings can be large or run the other way; also: % is scaled to controls: 0 for no effect and ±100 for the full control effect; nearly all actives have a fitted effect of over 30% in size; many of its hits are not listed in these tables
Target sequence (P63096 whole entry, looked up): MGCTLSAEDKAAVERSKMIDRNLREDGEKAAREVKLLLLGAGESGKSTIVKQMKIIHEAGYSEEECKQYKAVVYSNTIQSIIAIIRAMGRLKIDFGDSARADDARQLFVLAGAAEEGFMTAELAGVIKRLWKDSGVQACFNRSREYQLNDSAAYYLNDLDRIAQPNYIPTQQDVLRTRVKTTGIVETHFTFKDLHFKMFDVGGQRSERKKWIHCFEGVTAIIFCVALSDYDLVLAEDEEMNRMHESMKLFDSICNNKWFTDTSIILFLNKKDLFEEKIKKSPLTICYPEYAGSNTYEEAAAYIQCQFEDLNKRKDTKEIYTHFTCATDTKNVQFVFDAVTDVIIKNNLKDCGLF
aGal spleen mod = inhibitors or activators of human alpha-galactosidase in spleen homogenate; human spleen homogenate, 4MU-alpha-Gal fluorescence, 40 min; Potency, µM (doses to about 80 µM), without a hit: top-dose activity change, negative = inhibition, most hits filed as inhibitors; 240,000 tested, 0.008% active; AID 2107;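 also: 0% = enzyme with vehicle and -100% = no enzyme basal signal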
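Human spleen homogenate (1 ug) was the enzyme source, with 4-methylumbelliferyl-alpha-D-galactopyranoside (1 mM final) in pH 5.0 citrate buffer with 0.01% Tween-20. Compounds were titrated; after 40 min at 37C, NaOH/glycine stop, 4-MU fluorescence read; AC50 from Hill fits.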
ALDH1A1 inh = inhibitors of human aldehyde dehydrogenase 1A1 | Potency, µM (titrated, usually from 75.3 µM), without a hit: at the top dose activity, negative = inhibition, actives largely listed as inhibitors | AID 1030 | Purified ALDH1A1, NADH fluorescence, propionaldehyde substrate | P00352 | 220,000 tested, 7.3% active; active = well fitted inhibition curve with a large enough effect, not every such curve was filed as active; inconclusive = small, poorly fitted or top-dose-only effect, or another doubt; inactive = no such curve, though single readings can be large or run the other way;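 also: plate controls were no enzyme wells and a reference inhibitor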
Target sequence (P00352 whole entry, looked up): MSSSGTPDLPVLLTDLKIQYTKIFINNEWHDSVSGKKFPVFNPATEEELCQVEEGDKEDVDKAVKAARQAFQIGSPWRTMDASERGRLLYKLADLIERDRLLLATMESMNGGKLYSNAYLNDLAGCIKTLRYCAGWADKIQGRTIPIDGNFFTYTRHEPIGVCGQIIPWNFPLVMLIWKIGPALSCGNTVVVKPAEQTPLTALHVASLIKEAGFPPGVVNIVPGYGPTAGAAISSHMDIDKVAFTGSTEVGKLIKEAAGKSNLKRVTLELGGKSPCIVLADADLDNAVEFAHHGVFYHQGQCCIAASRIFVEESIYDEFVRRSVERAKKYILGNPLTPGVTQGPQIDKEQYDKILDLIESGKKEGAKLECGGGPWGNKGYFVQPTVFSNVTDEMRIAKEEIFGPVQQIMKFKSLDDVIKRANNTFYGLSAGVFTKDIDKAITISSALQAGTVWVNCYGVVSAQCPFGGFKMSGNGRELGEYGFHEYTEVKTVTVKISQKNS
GAA spleen mod = inhibits or activates alpha-glucosidase in human spleen homogenate. human spleen homogenate, 4-MU-alpha-glucoside fluorescence. Potency, µM (top dose mostly 79.9 µM), for inactives: at the top dose activity change, negative = inhibition, actives largely listed as inhibitors. 240,000 tested, 0.006% active;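 also: 0% = enzyme with vehicle and -100% = no enzyme basal signal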
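Compounds were titrated against alpha-glucosidase in spleen homogenate at pH 5.0, with 1 mM 4-methylumbelliferyl substrate for 40 min at 37 C. Reactions were quenched with pH 10 NaOH/glycine and fluorescence measured.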
SMN2 splice enh = SMN2 splice variant enhancement | HEK293 SMN2-luciferase splicing reporter, luminescence, 30-36 h | Potency, µM (top dose mostly 46.1 µM), without a hit: at the top dose activity change, positive = activation, usual class: activators | 210,000 tested, 2.8% active | AID 1458; also: % of control where 0% means no effect; nearly all actives have a fitted effect of over 55% in size
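HEK293 cells carry an SMN2 […]–luciferase reporter in which exon 7 inclusion puts luciferase in frame. Cells were plated 10-12 h before compound addition, then incubated 30-36 h at 37C. ONE-Glo luminescence was read; sodium butyrate at 4.5 mM final served as control.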
GAA glycogen mod = GAA glycogen-cleavage inhibition or activation. P10253. recombinant GAA, glycogen substrate, Amplex Red glucose oxidase fluorescence. Potency, µM (titrated, usually from 76.4 µM), without a hit: at the top dose activity change, negative = inhibition, most hits filed as inhibitors. 300,000 tested, 0.38% active. AID 2100;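 also: 0% = full enzyme reaction and -100% = no-enzyme basal signal; the screen sought inhibitors and activators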
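Natural-substrate format: glycogen cleavage by 4 nM human enzyme, glucose read by Amplex Red coupling (Ex 573, Em 610 nm). Normalized to enzyme and no-enzyme controls.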
* = called active by the depositor; ? = inconclusive; · = no result given; [ ] = dose if it differs, or a comment. Unless noted, calls follow the shape of the dose curve; as a rule, active = well fitted curve in the direction sought with a large enough effect; inconclusive = small, poorly fitted or top-dose-only effect, or another doubt; inactive = no such curve, though single readings can be large; an effect the other way counts as inactive or inconclusive. Potency is read from the fitted curve at half-maximal effect.

#1 Cc1ccc(-c2cc(C(=O)Nc3cc(C)ccc3C)[nH]n2)c(O)c1
#2 CCCCNC(=O)c1sc(=S)n2c1[nH]c(=O)c1ccccc12
#3 CCc1cccc(C)c1NC(=O)c1cc(C)oc1C
#4 CC(C)OP(=O)(OC(C)C)C(Nc1ccccc1)c1ccc2c(c1)OCO2 (configuration not stated)
#5 O=C(CSc1ccc(-c2ccco2)nn1)NCc1ccc(F)cc1
#6 Cc1ccc2nc(-c3ccccc3)cc(C(=O)N3CCc4ccccc4C3)c2c1
#7 COC(=O)C1CC1C(NC(=O)[C@@H]1CCCN1)c1ccccc1 (some centres not stated)
#8 O=C(NCc1ccccn1)c1ccc(-c2ccccc2)cc1
#9 N=C1C(c2nc(-c3ccc(Cl)cc3)cs2)=C(O)CN1NC(=O)c1ccc(O)cc1
#10 COc1cccc(C(=O)NC2=NCCS2)c1OC
Screen / compound no. | 1 | 2 | 3 | 4 | 5 | 6 | 7 | 8 | 9 | 10
KDM4E inh | -6% | 2% | -3% | -3% | ? | ? | 2% | 5% | 13% | -5%
GAA inh | 0% | -8% | -7% | -1% | 5% | -2% | · | -4% | · | -8%
RGS12 GoLoco inh | 2% | 0% | 11% | 11% | -5% | 9% | -14% | 8% | 14% | 3%
aGal spleen mod | 7% | -11% | -2% | -4% | -7% | 1% | -5% | -16% | 2% | -1%
ALDH1A1 inh | -1% | ? | -3% | -4% | ? | 0% | -5% | -2% | · | -11%
GAA spleen mod | 0% | -5% | -10% | -19% | 0% | -4% | 1% | -3% | -17% | -10%
SMN2 splice enh | 12% | -1% | ? | 3% | 5% | -11% | -1% | · | · | ?
GAA glycogen mod | 5% | 2% | 0% | -9% | 8% | -8% | · | -11% | -17% | 1%

Looked up by structure from the list above (two):
#8 O=C(NCc1ccccn1)c1ccc(-c2ccccc2)cc1
#2 CCCCNC(=O)c1sc(=S)n2c1[nH]c(=O)c1ccccc12
Screen / compound no. | 8 | 2
KDM4E inh | 5% | 2%
GAA inh | -4% | -8%
RGS12 GoLoco inh | 8% | 0%
aGal spleen mod | -16% | -11%
ALDH1A1 inh | -2% | ?
GAA spleen mod | -3% | -5%
SMN2 splice enh | · | -1%
GAA glycogen mod | -11% | 2%

The results go on:
#11 O=C(C[n+]1ccc2ccccc2c1)c1ccc(NC(=O)c2ccccc2)cc1
#12 CC(C)CCn1c(Oc2ccc(Cl)cc2)nc2c1c(=O)n(C)c(=O)n2C
#13 O=c1[nH]c(CN2CCN(Cc3ccc4c(c3)OCO4)CC2)nc2ccccc12
#14 CCn1nnnc1SCC(=O)NC1CCCC1
#15 C/C(=N\NC(=O)CN1CCOCC1)C(C)(C)C
#16 Cn1c(=O)c(C(=O)CN2CCN(S(=O)(=O)c3ccccc3)CC2)c(N)n(Cc2ccccc2)c1=O
#17 Cc1ccc(OCC(=O)Nn2cnc3ccccc32)cc1
#18 C=CCSC1=Nc2sccc2C2=NC(=O)CN12
#19 Cc1cccc2sc(NNC(=O)c3ccc(S(=O)(=O)N4CC(C)CC(C)C4)cc3)nc12 (configuration not stated)
#20 Cc1c(Cl)c([N+](=O)[O-])nn1Cc1ccc(C(=O)N/N=C\c2cc(Cl)ccc2O)o1
Screen / compound no. | 11 | 12 | 13 | 14 | 15 | 16 | 17 | 18 | 19 | 20
KDM4E inh | -8% | 2% | 2% | 5% | 39%[activator] | -6% | -3% | -6% | ? | ?
GAA inh | 8% | -1% | 10% | 11% | -7% | 1% | -7% | 7% | ? | -3%
RGS12 GoLoco inh | 2% | -5% | -5% | 7% | 2% | 1% | -2% | 17% | 0% | 12%
aGal spleen mod | 3% | -8% | 0% | 2% | 4% | -2% | 0% | 7% | -7% | 6%
ALDH1A1 inh | -1% | 7.9µM* | 3% | 11% | 1% | -6% | -3% | 14µM* | ? | -2%
GAA spleen mod | 4% | -6% | -4% | -3% | 0% | -14% | -6% | -2% | -3% | -9%
SMN2 splice enh | -17% | -14% | -7% | 0% | 13% | -3%[1.84 µM] | -3% | -13% | -102%[inhibitor] | -75%[inhibitor]
GAA glycogen mod | 1% | -1% | 23% | 0% | 2% | 11% | 9% | -6% | 9% | -10%

#21 Cc1ccccc1NC(=S)N1CCCN(Cc2ccc(F)cc2)C1
#22 CC(=O)OC(C(=O)NC1CCCCC1)c1cccc(F)c1 (configuration not stated)
#23 NNC(=O)c1cnn(Cc2ccccc2)c1N
#24 COC(=O)C1=C(C(=O)c2ccccc2)C(c2ccc(O)c(OC)c2)n2nnnc2N1 (configuration not stated)
#25 O=[N+]([O-])c1cccc(/C([O-])=C(/C(=S)Nc2ccccc2F)[n+]2ccccc2)c1
#26 COC(=O)[C@@]1(Cc2ccc(OC)cc2)[C@H]2c3cc(C(=O)N4CCCC4)n(CCc4ccc(OC)c(Br)c4)c3C[C@H]2CN1C(=O)c1ccccc1
#27 Cn1c(SCC(=O)c2ccc(F)cc2)nnc1-c1ccccn1
#28 CCNc1ncc2ncc(=O)n(C3CC3)c2n1
#29 CCOC(=O)c1oc2c(CN3CCN(C)CC3)c(O)ccc2c(=O)c1-c1ccc(Br)cc1
#30 COc1ccc(/C=C2\SC(=S)N(CCCC(=O)NNC(=O)c3ccccc3O)C2=O)cc1
Screen / compound no. | 21 | 22 | 23 | 24 | 25 | 26 | 27 | 28 | 29 | 30
KDM4E inh | 351%[activator] | 17% | 5% | 11% | -6% | 0% | 17% | · | -4% | -10%
GAA inh | 6% | 8% | -1% | 2% | · | · | 4% | · | -2% | -1%
RGS12 GoLoco inh | -3% | -3% | -6% | 3% | 5% | 10% | -11% | -11% | -3% | 11%
aGal spleen mod | -2% | 9% | -3% | 2% | -4% | 7% | 6% | -1% | -9% | -7%
ALDH1A1 inh | ? | -10% | 13µM* | 9% | 22µM* | ? | ? | ? | ? | 7%
GAA spleen mod | 2% | 8% | -6% | 7% | -4% | 1% | -6% | -7% | -6% | -16%
SMN2 splice enh | -5% | · | 14% | -9% | · | -28% | · | · | -12% | -14%
GAA glycogen mod | 0% | 0% | -13% | -12% | -5% | · | -2% | · | 2% | 0%

#31 CCCOC(=O)c1[nH]c2c(c1C)C(=O)CC(c1cccs1)C2 (configuration not stated)
#32 O=C(CN1CC(c2ccccc2)CC1=O)Nc1ccc2c(c1)OCO2 (configuration not stated)
#33 O=C(Nc1ccc(O)cc1)c1cccc(Oc2ccc([N+](=O)[O-])cc2)c1
#34 Cc1ccc(C(=O)NCC(=O)OCC(=O)c2ccc3c(c2)OCCO3)cc1C
#35 CSc1ccc(CN2CCC(CO)(Cc3ccc(Cl)cc3)CC2)cc1
#36 CC[C@]12CCCN3CCc4c(n(c5ccccc45)C(=O)C1)C32 (some centres not stated)
#37 CC(=O)OCC(=O)Nc1cc(S(=O)(=O)N2CCCCCC2)ccc1Cl
#38 COc1ccc(C(=O)NC(=S)N2CCCCC2)cc1[N+](=O)[O-]
#39 O=[N+]([O-])c1cc2c(cc1/C=N/n1c(-c3ccccc3)n[nH]c1=S)OCO2
#40 CCOC(=O)/C(=N\Nc1ccccc1Cl)N1CCN(c2ccccc2OC)CC1
Screen / compound no. | 31 | 32 | 33 | 34 | 35 | 36 | 37 | 38 | 39 | 40
KDM4E inh | 7% | 3% | -3% | 1% | 3% | 1% | 10% | -1% | -1% | -13%
GAA inh | 3% | 0% | ? | 6% | -8% | -10% | 3% | -4% | -14% | -10%
RGS12 GoLoco inh | 1% | -10% | 0% | 7% | 14% | 4% | 3% | 3% | 1% | 11%
aGal spleen mod | 3% | -7% | -6% | 9% | 7% | 11% | -14% | -1% | -14% | -4%
ALDH1A1 inh | 12% | -10% | -9% | ? | 0% | 0% | -14% | ? | 13µM* | 15%
GAA spleen mod | 4% | -3% | -6% | 7% | 8% | 9% | 4% | -2% | -5% | 2%
SMN2 splice enh | -43%[inhibitor] | -1% | · | -6% | · | · | -22% | -1% | -20% | -33%[inhibitor]
GAA glycogen mod | -6% | 2% | 10% | -3% | -2% | 0% | 1% | 8% | -12% | ?

#41 O=C(Nc1ccccc1N1CCOCC1)c1cccs1
#42 COc1ccc(C)cc1-n1c(SCC(=O)Nc2cc(C)on2)nc2ccccc2c1=O
#43 CC(C)C[C@@H]1NC(=O)[C@H](Cc2ccc(O)cc2)NC(=O)c2cc([N+](=O)[O-])cc(I)c2NCCC[C@@H](C(N)=O)NC1=O
#44 Cc1ccc(S(=O)(=O)C2(C(=O)N3CCCCCC3)CC2)cc1
#45 NS(=O)(=O)c1ccc(CCNC(=O)c2cccnc2)cc1
#46 O=C(c1ccc(S(=O)(=O)c2ccccc2)cc1)N1CCc2ccccc2C1
#47 COC(=O)c1ccc(Cl)c(NC(=O)CSc2ncn[nH]2)c1
#48 Cc1n[nH]c(C)c1NC(=O)c1cc([N+](=O)[O-])ccc1Cl
#49 Cc1nc2nc(-c3ccc(Cl)cc3)cn2nc1C
#50 CCOc1ccc(-c2nnn(CC#N)n2)cc1OC
Screen / compound no. | 41 | 42 | 43 | 44 | 45 | 46 | 47 | 48 | 49 | 50
KDM4E inh | 0% | 6% | 4% | 3% | 3% | -9% | -3% | 3% | ? | 3%
GAA inh | -4% | -4% | 4% | -11% | -2% | -8% | 3% | -5% | ? | -6%
RGS12 GoLoco inh | -8% | -6% | -1% | -14% | 9% | 1% | 0% | 10% | 12% | 0%
aGal spleen mod | -3% | 6% | 6% | 10% | -21% | -3% | -10% | 21% | 9% | -4%
ALDH1A1 inh | -1% | 18% | 11% | 7.1µM* | 2% | -15% | ? | 5% | ? | 3%
GAA spleen mod | -4% | 0% | -13% | 2% | -6% | 1% | -4% | 17% | -10% | -4%
SMN2 splice enh | 1% | -2% | 0% | 1% | -27% | -16% | -2% | 0% | 0.71µM* | -7%
GAA glycogen mod | 4% | -10% | 1% | -10% | 3% | -6% | -12% | 6% | 1% | -9%

Assay outcomes: PubChem, National Center for Advancing Translational Sciences (NCATS)

Not all compounds are listed; rates above refer to the full screens.
